Screening results: PubChem, Fisher Drug Discovery Resource Center
mcGAS inh: mouse cGAS inhibition by luminescence | Q8C6L5 | recombinant cGAS, Kinase-Glo ATP depletion luminescence | inhibition, % at 12.5 µM | actives 0.15% (n = 160,000);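 note: 0% = negative control wells and 100% = reference inhibitor with no enzyme activity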
NPYLR7 agonist: mosquito NPYLR7 agonism. HEK293T NPYLR7/Galpha15, GCaMP6s calcium fluorescence. activation, % at 10 µM. actives 0.15% (n = 270,000). AID 1259423; in the data active = activation above about 40%;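 note: 0% = vehicle and 100% = reference agonist at the receptor; some compounds past the cut are filed as inactive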
hcGAS inh: blocks human cGAS activity; Q8N884; recombinant h-cGAS, ATP depletion, Kinase-Glo luminescence; inhibition, % at 12.5 µM; actives 0.081% (n = 290,000); AID 1259398;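 note: 0% = vehicle reaction and 100% = reaction without DNA for no activity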
Target sequence (Q8N884 whole entry, looked up): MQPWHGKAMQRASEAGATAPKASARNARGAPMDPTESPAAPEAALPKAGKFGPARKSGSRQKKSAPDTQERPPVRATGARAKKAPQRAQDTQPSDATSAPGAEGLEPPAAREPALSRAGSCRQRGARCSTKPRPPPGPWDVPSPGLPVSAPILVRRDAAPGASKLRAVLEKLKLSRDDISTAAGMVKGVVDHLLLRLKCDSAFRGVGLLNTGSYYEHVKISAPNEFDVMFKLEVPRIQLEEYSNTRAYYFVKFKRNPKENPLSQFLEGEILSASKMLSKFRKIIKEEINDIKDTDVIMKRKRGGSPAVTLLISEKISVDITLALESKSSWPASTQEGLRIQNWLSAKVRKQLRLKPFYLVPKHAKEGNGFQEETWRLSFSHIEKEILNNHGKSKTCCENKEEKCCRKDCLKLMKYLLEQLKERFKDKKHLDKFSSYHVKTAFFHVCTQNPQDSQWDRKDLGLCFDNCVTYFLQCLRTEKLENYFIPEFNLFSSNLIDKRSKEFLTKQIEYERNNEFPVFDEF
* = called active by the depositor; . = no result given; & = joins results of further samples. Cut-off read from the data, not from the text of the source, unless noted: active = inhibition above about 40%; inactive = the rest.

molecule	mcGAS inh	NPYLR7 agonist	hcGAS inh
CC(C)c1ccc(NC(=O)N2CCN(c3nc(-c4ccco4)nc4cc(Cl)ccc34)CC2)cc1	-7	-2	-6
COc1ccc(C(=O)Nc2nnc(C)s2)cc1[N+](=O)[O-]	.	2	-4
Cc1nc(-c2ccccc2)sc1C(=O)NCCN1CCCCCC1	.	6	-3
CC(=O)Nc1ccc(N2C(=O)CSC2c2cccc(Br)c2)cc1 (stereo not given)	.	-5	-6
COc1ccc(CCN(C)C(=O)c2cc3n(n2)CCN(Cc2c(Cl)cccc2Cl)C3=O)cc1OC	-9	13	-8
CC(C)COC1CCN(CCS(N)(=O)=O)C1 (stereo not given)	.	-1	-13
CCNC(=O)N(C)c1c(CC)nc2ccc(C(=O)N(C)Cc3ccco3)cn12	1	-3	0
O=C(C(c1ccccc1)c1ccccc1)N1CCSC1c1ccc(C(F)(F)F)cc1 (stereo not given)	-6	-2	-8
CCCNc1ccc(C#N)cc1NC(=O)Cc1cccc(O)c1	.	5	-9
CC1(C)CC(CN2CCC(CCC(=O)Nc3ccccc3Cl)CC2)CCO1 (stereo not given)	.	-16	-1

Exported with each value named: part of the list above.
> CCNC(=O)N(C)c1c(CC)nc2ccc(C(=O)N(C)Cc3ccco3)cn12
  mcGAS inh: 1 | NPYLR7 agonist: -3 | hcGAS inh: 0
> O=C(C(c1ccccc1)c1ccccc1)N1CCSC1c1ccc(C(F)(F)F)cc1 (stereo not given)
  mcGAS inh: -6 | NPYLR7 agonist: -2 | hcGAS inh: -8

The results go on.
molecule	mcGAS inh	NPYLR7 agonist	hcGAS inh
CC1(C)CC(Nc2ccc(C(F)(F)F)cn2)CC(C)(C)N1	-9	12	-15
Cc1sc2nc(C(C)Sc3nnc(-c4cccs4)n3C3CC3)[nH]c(=O)c2c1C (stereo not given)	.	1	-7
O=C(CC1Nc2cccc3cccc(c23)NC1=O)Nc1ccc([N+](=O)[O-])cc1 (stereo not given)	.	-3	-7
CCN1CCN(c2cc(Cl)nc(SCc3ccc(C(=O)N4CC5(C)CC4CC(C)(C)C5)cc3)n2)CC1 (stereo not given)	-3	.	1
CCc1cc(N2CCN(c3cccc(C(F)(F)F)c3)CC2)n2ncnc2n1	-5	.	-2
COc1ccc(-c2nc3ccc(C)cn3c2NC(=O)Cc2ccccc2)cc1	-5	-2	-3
O=C(NC(c1ccc(Cl)cc1)c1cccnc1)C1CCN(CC2CC2)CC1 (stereo not given)	-3	13	-6
COc1cc(COc2cc(N)c(Cl)cc2C(=O)CCC2CCN(CCNS(C)(=O)=O)CC2)cc(OC)c1	.	-8	-6
Cc1[nH]c2ccccc2c1CCNC(=O)N1CCC2(C1)OCCO2	-7	14	-13
COc1cccc(C(=O)N2CCc3cc(OC)c(OC)cc3C2c2cccc(C(F)(F)F)c2)c1 (stereo not given)	-7	20	-4
CC(C)(C)CC(C)(C)Nc1c(-c2cccc(F)c2)nc2ccc(Br)cn12	-6&-5	7&22	-7&-5
Cc1ccc(C(=O)NCC(=O)NCc2ccc(C3OCCO3)cc2)cc1	.	9	-9
Cc1noc(C)c1C(=O)N1CCC(n2c(=O)oc3ccc(Cl)cc32)CC1	-1	-13	-1
CCCn1c(O)c(C=Nc2sc3c(c2C#N)CCC3)c(=O)[nH]c1=S	3	7	-4
O=C(Nc1nnc(Cc2ccc(F)cc2)s1)N1CCSCC1	.	8	-3
CCCCN(Cc1cccn1Cc1ccc(Br)cc1)C(=O)CN(CCCOC)C(=O)Nc1ccccc1OC	-4	-1	1
CCN(C(=O)c1ncoc1C(C)C)c1ccccc1C(=O)OC	.	1	-3
Cc1ncc(CN(C)c2ccc(S(N)(=O)=O)c3cccnc23)s1	-15	-2	-10
O=C(C1CC1)N1CCN(c2c3c(nc4ncnn24)CCCC3)CC1	-6	5	-4
FC(F)(F)c1cccc(CNCC2CC(c3ccc(Cl)cc3)=NO2)c1 (stereo not given)	-5	-1	-2
Nc1c(C(=O)Nc2ccccc2)c2nc3ccccc3nc2n1/N=C\c1cccnc1	-8	24	-8
O=c1c(C(F)(F)F)cccn1Cc1csc(COc2ccc(Cl)cc2)n1	.	3	1
O=C(Cc1cccs1)Nc1nonc1C(=O)N1CCCCC1	.	1	-6
CCN(C(C)Cc1ccc(OC)cc1)S(=O)(=O)c1cccnc1 (stereo not given)	.	4	-9
Cc1nc(N2CCOCC2)c2c3c(sc2n1)CC(C)CC3 (stereo not given)	-5	3	-6
Cc1cc(N2CCN(C(=O)c3ccc(-n4cc[nH]c4=S)cc3)CC2)nc(C(C)C)n1	.	15	-2
COc1cccc(C(c2c(C)[nH]n(-c3ccccc3)c2=O)c2c(C)[nH]n(-c3ccccc3)c2=O)c1O	.	21	-5
CC(C(=O)NC1CC2CCC1C2)N(c1ccc(Oc2ccccc2)cc1)S(C)(=O)=O (stereo not given)	-8	0	-17
Cc1nn(-c2ccccc2)c2sc(C(=O)OCC(=O)Nc3sc4c(c3C#N)CCCC4)cc12	-1	-7	0
Cc1ccc(C(=O)NCc2ccc(-c3ccc(O)cc3)cc2)o1	.	-7	-4

13 successive compounds out of the list so far, for reference:
molecule	mcGAS inh	NPYLR7 agonist	hcGAS inh
Cc1ncc(CN(C)c2ccc(S(N)(=O)=O)c3cccnc23)s1	-15	-2	-10
O=C(C1CC1)N1CCN(c2c3c(nc4ncnn24)CCCC3)CC1	-6	5	-4
FC(F)(F)c1cccc(CNCC2CC(c3ccc(Cl)cc3)=NO2)c1 (stereo not given)	-5	-1	-2
Nc1c(C(=O)Nc2ccccc2)c2nc3ccccc3nc2n1/N=C\c1cccnc1	-8	24	-8
O=c1c(C(F)(F)F)cccn1Cc1csc(COc2ccc(Cl)cc2)n1	.	3	1
O=C(Cc1cccs1)Nc1nonc1C(=O)N1CCCCC1	.	1	-6
CCN(C(C)Cc1ccc(OC)cc1)S(=O)(=O)c1cccnc1 (stereo not given)	.	4	-9
Cc1nc(N2CCOCC2)c2c3c(sc2n1)CC(C)CC3 (stereo not given)	-5	3	-6
Cc1cc(N2CCN(C(=O)c3ccc(-n4cc[nH]c4=S)cc3)CC2)nc(C(C)C)n1	.	15	-2
COc1cccc(C(c2c(C)[nH]n(-c3ccccc3)c2=O)c2c(C)[nH]n(-c3ccccc3)c2=O)c1O	.	21	-5
CC(C(=O)NC1CC2CCC1C2)N(c1ccc(Oc2ccccc2)cc1)S(C)(=O)=O (stereo not given)	-8	0	-17
Cc1nn(-c2ccccc2)c2sc(C(=O)OCC(=O)Nc3sc4c(c3C#N)CCCC4)cc12	-1	-7	0
Cc1ccc(C(=O)NCc2ccc(-c3ccc(O)cc3)cc2)o1	.	-7	-4

Remaining list, next part.
molecule	mcGAS inh	NPYLR7 agonist	hcGAS inh
Cc1ncc(C(=O)N2CCOC(C(F)(F)F)C2)c(-c2ccccc2)n1 (stereo not given)	.	-5	-7
CCC(C)C(N)C1=NC(C(=O)N[C@H](CC(C)C)C(=O)N[C@H](CCC(=O)O)C(=O)N[C@H](C(=O)N[C@H]2CCCCNC(=O)[C@H](CC(N)=O)NC(=O)[C@@H](CC(=O)O)NC(=O)[C@H](Cc3cnc[nH]3)NC(=O)[C@@H](Cc3ccccc3)NC(=O)[C@H]([C@@H](C)CC)NC(=O)[C@@H](CCCN)NC2=O)[C@@H](C)CC)CS1 (stereo not given in full)	-6	10	-8
CCS(=O)(=O)NCC(c1cccs1)S(=O)(=O)c1ccccc1 (stereo not given)	-7	-4	-9
O=C(O)Cc1cc(-c2cc3ccccc3o2)on1	.	-4	-8
O=C(NCC(O)c1ccc(Cl)cc1)C1CCCN1c1ncccn1 (stereo not given)	.	2	-8
Cc1noc(C)c1CN1c2ccccc2SCC1C (stereo not given)	-13	3	-7
CCCN(Cc1cccnc1)C(=O)Nc1cc(OC)ccc1OC	-5	3	-4
O=C1C2C3C=CC(C3)C2C(=O)N1Cc1ccccc1 (stereo not given)	3	2	0
O=C1C(=Cc2ccc(Cl)cc2)CCC1=C1SCCS1	-7	9	-7
COc1ccc(NC(=O)CSc2nc3c(c(=O)n2-c2ccc(OC)c(OC)c2)SCC3)cc1	-8	-6	-2
FC(F)(F)C(Oc1nc(NC2CCCCC2)nc(N2CCOCC2)n1)C(F)(F)F	.	-2	1
CC(C)(C)c1noc(CCC(=O)NC2CCCCCCC2)n1	-1	0	2
COc1ccc(C(=O)NC(C)c2ccccc2)cc1OC1CCN(C(C)=O)CC1 (stereo not given)	.	-6	-6
O=C(CC1C(=O)NCCN1C/C=C/c1ccccc1)NCc1ccc(F)cc1 (stereo not given)	.	11	-10
O=C(O)Cc1cc(-c2ccc(F)cc2)on1	.	-3	-8
NC(=O)c1ccccc1OCCCOc1ccc(Cl)cc1	.	3	-4
O=C(c1cc(F)cc(F)c1)N1CCOC(COc2ccc(F)cc2)C1 (stereo not given)	-8	3	-7
O=C1O[C@@H](CO)[C@H](O)[C@@H](O)[C@@H]1O	.	-13	2
COc1ccc(C(=O)N2CCCC(N3CCN(c4ccc(F)cc4)CC3)C2)o1 (stereo not given)	.	15	-11
COc1ccc(/C(C)=N/NC(=O)CSc2nnc(-c3ccccc3)n2-c2ccccc2)cc1OC	.	-6	-1

Further compounds
Compound,mcGAS inh,NPYLR7 agonist,hcGAS inh
Cc1ccc(F)c(N2C(=O)CSC2c2cccc(NC(=O)C(Cl)c3ccccc3)c2)c1 (stereo not given),-7,14,-9
CCC(=O)Nc1ccc(OCC(=O)N2CCO[C@@H]3CCCC[C@H]32)cc1,-16,-4,-4
CN(C)CC1(O)CCN(C(=O)c2cccc(-c3ncc[nH]3)c2)C1 (stereo not given),.,18,-6
CCOC(=O)C(N=Nc1ccccc1OC)=C(C)O,-4,-3,-4
COc1cccc(CN2CCCCC2CCn2cccn2)c1O (stereo not given),.,3,-4
COC(=O)C1=NN[C@@](C)(C(=O)OC)[C@H]1c1ccccc1,.,1,-2
Cc1noc(-c2cccc(C(F)(F)F)c2)c1C(=O)NCCSCc1ccco1,-10,-2,-9
CCCCn1c(C)c(C)n2c3c(=O)n(CC(=O)OC)c(=O)n(C)c3nc12,.,18,-9
COC(=O)C1CCCN1C(=O)C12CC3CC(CC(C3)C1)C2 (stereo not given),.,-4,-9
COc1ccc(CNC(=O)CSc2nc3c(-c4ccccc4)c[nH]c3c(=O)n2C)cc1,-8,1,-7
Cc1cc(N2CCCC(N)CC2)nc(-c2ccccc2)n1 (stereo not given),.,1,-7
COc1ncncc1NC(=O)N(C)CCc1cccs1,-6,4&-1,-5&-1
CN=C(NC#N)NCCSCc1csc(N=C(N)N)n1,.,1,-7
COc1ccc(CC2c3c(cnn3-c3ccc(OC)cc3)C(=O)N2CC2CC2)cc1 (stereo not given),.,4,-3
Cc1nc2c(c(=O)n1C)CCN(Cc1nc(C(C)C)cs1)CC2,.,-7,2
CC(C)=CC(=O)N1CCCC(Nc2ccccc2)C1 (stereo not given),.,3&2,-7&-1
CC(C)CN=C1SCCN1C(=O)Nc1cccc(Cl)c1,-6,3,-4
NC(=S)N/N=C\c1cn(-c2ccccc2)nc1-c1ccc(Cl)cc1,-9,-1,-7
CC1=C(c2ccccc2)N2CCS(=O)(=O)N=C2S1,.,-3,-2
Cn1c(=O)n(C)c2cc(Cn3ccnc3-c3ccc(-n4ccnc4)cc3)ccc21,.,11,-11
CN(Cn1ncn(-c2ccccc2F)c1=S)C1CCCC1,-21,0,-5
O=S1(=O)c2cccnc2OC(COc2ccccc2)CN1CCOc1ccccc1 (stereo not given),-8,1,-3
CCCN(CCC)c1cc(-c2ccccc2)nc2ncnn12,-6,22,-3
CCN(CC)c1ccc2cc(C(N)=O)c(=Nc3cccc(C(F)(F)F)c3)oc2c1,.,-2,-1
CN1CCC2(CC1)CN(C(=O)c1n[nH]c3ccccc13)CCCN2C,-13,12,0
O=C(O)CSC1CC(=O)N(c2cc(Cl)c(Cl)cc2Cl)C1=O (stereo not given),.,14,-2
O=C(O)c1nn(CC2CC2)c2c1CN(C(=O)c1cnn3c1CCCC3)CC2,.,11,-5
COc1cc(C(=O)Sc2ccc(Cl)cc2)cc(OC)c1OC,-6,-6,-5
CCCCC(=O)NNC(=O)COc1ccccc1Cl,-9,5,-5
c1cnn(-c2cncc(NCC3CCCCCCC3)n2)c1,.,-20,-11
COC(=O)[C@@H]1C[C@H](NC(=O)c2cnnn2-c2ccccc2)CN1C,-8,.,-1
CCOC(=O)c1c(NC(=O)COC(=O)c2ccccc2OCC)sc(C(C)=O)c1C,-5,13,-7
Cc1nc(CN(C)Cc2ccc3c(c2)Cc2ccccc2-3)no1,.,-4,-5
COc1cc(C2NC(=O)N(C)C(C)=C2C(=O)OCCc2ccccc2)cc(Br)c1O (stereo not given),.,3,-4
Cc1cnc(NC(C)CCN2CCOCC2)nc1N(C)C (stereo not given),.,22,-9
COc1ccc2nc(NC(=O)/C=C/c3ccc([N+](=O)[O-])cc3)sc2c1,-4,1,-6
Cc1cc(C(=O)N(CCCN(C)C)c2nc3ccccc3s2)on1,.,2,5
O=C(NC(c1ccccc1)c1cnccn1)C1CCN(Cc2ccc(Cl)c(Cl)c2)CC1 (stereo not given),0,3,-1
